XiGFP reactiv: reactivates the inactive X chromosome in mouse fibroblasts; XiGFP mouse fibroblasts, % GFP-positive cells imaging, 3 d; cells co-treated with 5-aza-dC sensitizer; scaled so ellipticine positive control = 100%; activation, % at 7.58 µM; actives 0.055% (n = 360,000); AID 743238;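 active = mean normalized replicate activation at least 10% and every replicate at or above 10%; inconclusive = only one of the two criteria met; inactive = mean below 10% and not all replicates reach 10%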;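 also: 0% = median of on-plate neutral control wells and 100% = ellipticine 6 µM median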
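Schedule: 3 d treatment, 15 min room-temperature fixation; system: 68-5-11 XiGFP fibroblast line; buffer or medium: DMEM plus 5-aza-dC sensitizer; control set: ellipticine 6 µM positive control; compound: one concentration, pinned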
ERAP1 inh: inhibitors of human ERAP1 aminopeptidase; Q9NZ08; recombinant ERAP1, Leu-AMC fluorescence, 60 min; inhibition, % at 10.7 µM; actives 0.15% (n = 340,000); AID 652197;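 active = mean replicate inhibition of at least 30%, or all replicates individually reaching that 30% level; inactive = mean below 30% and not every replicate reaching it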;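 also: 0% = neutral control wells and 100% = L-leucinethiol positive control wells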
LGR2 inh: Drosophila LGR2 receptor signaling inhibition; AID 720647; inhibition, % at 9.99 µM; HEK293 LGR2, CRE-luciferase, bursicon-stimulated, 4 h; actives 0.35% (n = 380,000);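 active = drop in luminescence signal, shown as inhibition above about 50% in the replicate tests, limit read from the data, passing the limit was not always enough; inconclusive = probably only some replicates passing the limit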;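 also: agonist challenge used bursicon conditioned medium at about half maximal strength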
Cneo AK release: causes C. neoformans cell lysis; adenylate kinase release luminescence, 4 h; normalised: neutral wells 0, clomiphene wells 100; lysis activity, % at 15 µM; actives 0.2% (n = 360,000); AID 651654;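 active = mean lysis activity across replicates of at least 80%, whatever share of replicates individually reach that level; inactive = mean lysis activity below 80%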
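Material: C. neoformans cells; Schedule: 4 h static compound exposure, 37 °C, read 1 h post-reagent; Measured by: adenylate kinase release luminescence; Read-out: signal increase indicating cell lysis; Controls: Clomiphene as positive lysis control.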
S100A4 MyoIIA: inhibitors of human S100A4 binding to myosin IIA peptide; P26447; S100A4/TAMRA-MyoIIA peptide fluorescence polarization; inhibition, % at 10.7 µM; actives 0.14% (n = 360,000);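 active = mean inhibition of at least 70% across replicates, with every replicate also reaching that level; inconclusive = mean inhibition reaches 70% but some replicates fall short; inactive = mean inhibition below 70%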
Target sequence (P26447 whole entry, looked up): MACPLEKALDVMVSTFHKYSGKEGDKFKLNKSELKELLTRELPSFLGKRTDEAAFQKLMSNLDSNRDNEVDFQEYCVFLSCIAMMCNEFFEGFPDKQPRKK
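Material: S100A4 monomer (human). Medium: Calcium-containing HEPES buffer, pH 7.2. Probe or stimulus: labelled myosin peptide probe, 5 nM. Compound dosing: one concentration per compound. Timing: polarization read 5 min after assay mix addition, stable 5–60 min. Benchmarks: DMSO as neutral control, TFP as positive control.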
SIRT5 block: blocks human SIRT5 desuccinylation of peptide. Purified SirT5, succinyl-peptide AMC, trypsin-coupled fluorescence. actives 1.1% (n = 330,000). AID 652115. inhibition, % at 15 µM; in the data active = inhibition above about 15%; inconclusive = no clear call, values can overlap the other calls
Target sequence (Q9NXA8 whole entry, looked up): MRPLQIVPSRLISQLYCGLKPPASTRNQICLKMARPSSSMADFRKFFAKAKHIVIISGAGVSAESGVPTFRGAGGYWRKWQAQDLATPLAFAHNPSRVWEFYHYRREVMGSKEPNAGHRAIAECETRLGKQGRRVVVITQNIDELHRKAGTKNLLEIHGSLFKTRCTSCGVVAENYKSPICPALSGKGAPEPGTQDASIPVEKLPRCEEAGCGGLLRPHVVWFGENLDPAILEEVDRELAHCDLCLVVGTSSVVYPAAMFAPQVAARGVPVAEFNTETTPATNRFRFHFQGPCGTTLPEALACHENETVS
C2C12 statin: protects C2C12 myotubes from simvastatin toxicity | AID 602340 | actives 0.78% (n = 330,000) | rescue of ATP level, % at 7.49 µM | ATP luminescence, 48 h; scaled: DMSO 0, geranylgeraniol control 100;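 active = mean ATP rescue above about 67%, or every replicate alone reaching that limit, limit read from the data, passing the limit was not always enough; inconclusive = no clear call, values can overlap the other calls; inactive = mean under the limit and some replicate under it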;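 also: myotubes were challenged with 10 µM simvastatin during compound exposure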
PGC1a acetyl inh: modulators of PGC1a acetylation; U2OS PGC1a acetylation, AlphaScreen anti-acetyl-lysine; with virally co-expressed GCN5 acetyltransferase; inhibition, % at 15.6 µM; actives 0.17% (n = 350,000); AID 651687;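 active = every replicate shows inhibition of at least 40%; inconclusive = mean inhibition at least 40% but some replicate below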;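 also: 0% = neutral control wells and 100% = positive control wells; some results beyond the cut were filed as inactive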
* = called active by the depositor; ? = inconclusive; nt = not tested or not shown. A portion of the library; count on the stated rates, not on these rows.

SMILES	XiGFP reactiv	ERAP1 inh	LGR2 inh	Cneo AK release	S100A4 MyoIIA	SIRT5 block	C2C12 statin	PGC1a acetyl inh
CCCCCCCCN1[C@@H](CC(=O)O)c2cc(C(F)(F)F)ccc2S1(=O)=O	0.0	2	-4	-3	2	40*	11	nt
COC(=O)c1ccc2nc(-c3ccco3)c(Cc3ccccc3C(F)(F)F)n2c1	-0.1	4	-5	nt	0	-1	nt	nt
CN1CCN(S(=O)(=O)c2ccc(NC(=O)Cc3ccc([N+](=O)[O-])cc3)cc2)CC1	0.0	3	-13	-3	-3	0	-2	-15
O=C(c1ccc2[nH]c(=O)c(=O)[nH]c2c1)N1CCN(c2ccccc2)CC1	0.6	1	-6	3	-5	-4	2	-4
O=C(Nc1nc(-c2ccc(F)cc2)cs1)c1ccc(N2C(=O)CCC2=O)cc1	-0.1	4	7	1	-4	-1	4	-9
c1ccc(Cn2nnnc2C(c2ccccn2)N2CCN(c3ccccc3)CC2)cc1 (stereo unspecified)	nt	nt	-6	-20	nt	nt	11	-4
CSc1ccc(C(=S)N2CCCCCC2)cc1	0.0	-2	-9	-1	2	-3	-10	-2
Cn1c(C(=O)N2CCOCC2)cc2c(=O)n3ccccc3nc21	0.0	57*	2	-1	-6	-51	-7	nt
CC(=O)NCCC(=O)Nc1cc(S(=O)(=O)N2CCOCC2)ccc1Oc1ccccc1	0.0	5	5	0	-2	-2	4	3
COc1ccccc1CCN=C(N)NS(=O)(=O)c1ccccc1F	0.3	5	12	0	5	-2	1	6
COc1ccc(C(c2nnnn2C2CCCC2)N2CCN(C/C=C/c3ccccc3)CC2)cc1 (stereo unspecified)	0.0	nt	-7	-26	11	5	-2	9
Cc1ccc2occ(C(=O)c3ccco3)c(=O)c2c1	nt	0	-6	-1	-19	0	-1	8
Cc1cc(C)c(S(=O)(=O)N2CCN(C(=O)C3CC3)CC2)c(C)c1	0.0	0	-5	-4	15	-5	7	-5
C[C@@H]1CCCCO[C@@H](CN(C)S(=O)(=O)c2cccs2)[C@H](C)CN([C@H](C)CO)C(=O)c2cc(NC(=O)Nc3cccc4ccccc34)ccc2O1	-0.6	nt	-6	2	nt	nt	-15	-7
O=S(=O)(NCc1ccccc1F)NCc1ccccc1F	0.2	5	-5	-5	1	-2	1	2
C[C@@H]1CN([C@H](C)CO)C(=O)c2cccc(NC(=O)c3nc4ccccc4s3)c2O[C@@H]1CN(C)S(=O)(=O)c1cn(C)cn1	-0.1	2	0	0	-6	-27	2	-1
O=C(/C=C/c1ccco1)NC(=S)Nc1ccccc1O	0.1	0	-3	nt	4	4	nt	-2
CN(Cc1ccccc1)C(=O)COC(=O)c1cc(=O)c2ccccc2o1	0.0	2	13	2	1	nt	-8	-6
Cc1cnc(C(=O)OCC(=O)Nc2ncc(Cl)cc2Cl)cn1	0.1	2	9	0	-7	-1	8	2
O=C(C[C@@H]1C=C[C@H](NC(=O)c2ccc(F)cc2)[C@@H](CO)O1)NCCc1ccccc1	0.3	0	-18	-2	-4	0	7	-4
O=C(NCc1ccc(F)cc1F)[C@@H]1CCCN1C(=O)[C@@H]1CCCN1C(=O)c1ccccc1	0.2	0	2	nt	7	-6	nt	nt
O=C(CCC1CCCN(C2C3CC4CC(C3)CC2C4)C1)NCc1ccc(F)c(F)c1 (stereo unspecified)	0.4	1	4	nt	-8	-1	nt	-10
CC(C)(C)OC(=O)N1CCC(C(=O)Nc2ccc(C(=O)NCCc3ccccc3)cc2)CC1	0.0	-5	-13	2	0	1	4	-22
O=C(COC(=O)C12CC3CC(CC(C3)C1)C2)NNC(=O)c1ccccc1	0.0	1	-9	0	18	-1	7	10
Cc1[nH]c(C)c(S(=O)(=O)NCc2ccc(OC(C)C)cc2)c1C(=O)N1CCCC1	0.2	-2	2	-1	4	-3	-5	1
COc1cccc2c(=O)n(CC(=O)NC3CCCC3)ccc12	0.0	1	nt	4	-7	1	18	-22
CC(C)(C)OC(=O)N1CCC(c2c(C(=O)O)cnn2-c2ccccc2)CC1	nt	-2	15	-1	0	-1	-5	-12
CCCCn1c(N)c(N(CC(C)C)C(=O)c2cccc(S(=O)(=O)N3CC(C)OC(C)C3)c2)c(=O)[nH]c1=O (stereo unspecified)	0.0	8	-13	nt	1	-3	nt	5
COc1ccccc1NC(=O)CN(Cc1ccco1)C(=O)c1cc(Cl)c(OC)c(OC)c1	0.2	-6	24	-2	-1	nt	11	-13
O=C(O)C1CC=CCC1C(=O)Nc1cccnc1 (stereo unspecified)	0.0	5	-4	31	3	-2	-2	2
Cc1cccc(C(=O)NCC(=O)N2CCN(S(=O)(=O)c3ccc4c(c3)OCCO4)CC2)c1	0.1	-3	2	1	1	0	-15	2
C[C@H]1CCCCO[C@H](CN(C)C(=O)Nc2cccc3ccccc23)[C@@H](C)CN([C@@H](C)CO)C(=O)c2cc(NS(=O)(=O)c3cn(C)cn3)ccc2O1	-0.2	nt	?	-13	nt	nt	nt	-2
COc1cc(OC)cc(C(=O)NC(=S)N2CCCCCC2)c1	0.4	2	-40	nt	0	-6	nt	nt
Cc1cc(NC(=O)c2ccccc2Oc2ccccc2)no1	nt	nt	-1	-3	nt	nt	34	-8
CC(C)C(=O)Nc1nnc(NC(=S)Nc2ccccc2)s1	0.6	6	-30	-5	-4	4	23	9
Cc1ccccc1SCC(=O)Nc1cc(S(=O)(=O)N2CCOCC2)ccc1N1CCOCC1	0.1	3	-18	0	1	5	nt	-10
C[C@@H]1CN([C@H](C)CO)C(=O)Cc2cc(NS(=O)(=O)c3ccc(Cl)cc3)ccc2O[C@@H]1CN(C)Cc1ccc(C(F)(F)F)cc1	-0.4	1	?	-4	23	-3	?	-14
O=C1CC(=O)Nc2cc(S(=O)(=O)N3CCOc4ccc(Cl)cc43)ccc2N1	0.2	nt	11	-1	0	nt	4	3
COc1ccc(S(=O)(=O)Nc2ccc3c(c2)C(=O)N([C@@H](C)CO)C[C@@H](C)[C@@H](CN(C)C(=O)Nc2ccc(F)cc2)OCCCC[C@H](C)O3)cc1	-0.1	0	7	0	12	10	26	4
CN(C)CCCNC(=O)C[C@@H]1CC[C@H]2[C@@H](COC[C@H](O)CN2CC2CCCC2)O1	0.0	-4	11	0	25	3	-2	1
CC(=O)c1ccc(NC(=O)C(C)N2CCN(C/C=C/c3ccccc3)CC2)cc1 (stereo unspecified)	0.0	-3	11	nt	-2	2	nt	0
CCCOC(=O)/C(=C\C=C\c1ccco1)NC(=O)c1ccccc1	1.3	0	16	nt	0	-1	nt	nt
CCC1(c2ccc(F)cc2)NC(=O)N(CC(=O)c2cc(C)n(C3CC3)c2C)C1=O (stereo unspecified)	0.0	-3	8	0	1	1	16	nt
CC(=O)c1ccc(Nc2nc(C(N)COCc3ccccc3)cs2)cc1 (stereo unspecified)	0.0	-4	-8	1	-14	-1	-6	12
Cc1ccc(-c2nn3c(C)nnc3c3ccccc23)cc1S(=O)(=O)NCc1ccccc1	nt	nt	1	9	nt	nt	-2	-4
O=C(Nc1ccc(S(=O)(=O)N2CCCC2)cc1)N1c2ccccc2Sc2ccccc21	nt	12	-9	-3	-4	0	7	4
Cc1c(C(=O)N2CCC(Cc3ccccc3)CC2)sc2ncnc(N3CCC(C)CC3)c12	0.0	-7	-1	nt	7	-6	nt	nt
COCC#Cc1ccc2c(c1)O[C@H](CN(C)C(=O)C1CCOCC1)[C@@H](C)CN([C@H](C)CO)S2(=O)=O	0.9	0	-2	5	-16	-4	8	14
CO[C@H]1CN(C)C(=O)c2ccc(NS(C)(=O)=O)cc2OC[C@H](C)N(C(=O)NC(C)C)C[C@@H]1C	0.5	-1	1	nt	0	1	nt	-4
C[C@@H]1CN([C@@H](C)CO)C(=O)Cc2cc(NC(=O)CCCCCC(=O)Nc3ccccc3N)ccc2O[C@@H]1CN(C)Cc1ccc(Cl)c(Cl)c1	-0.1	-4	15	0	4	3	37	-3
Cc1ccc(C(C(=O)NCc2ccco2)N(C(=O)CNC(=O)c2cccs2)c2c(C)cc(C)cc2C)cc1 (stereo unspecified)	nt	-3	7	-3	-7	-9	-47	21
CCCCNC(=O)/C(C#N)=C/c1ccc(F)cc1F	0.0	-1	4	nt	6	-3	nt	2
CN(CC(=O)Nc1ccccc1)CC(=O)Nc1ccccc1Cl	0.1	0	-30	-3	-4	-4	-1	3
CN(c1ccccc1)S(=O)(=O)c1cccc(C(=O)Nc2ccc(N3CCOCC3)cc2)c1	0.0	3	12	-2	-1	0	-2	nt
CCOC(=O)C1(Cc2cccc(OC)c2)CCCN(C(=O)CSC)C1 (stereo unspecified)	0.0	-3	-35	2	-1	-1	-4	-11
O=C1CCCN1CCNC(=S)Nc1ccccc1	nt	5	22	-1	1	-6	5	2
Cc1cccc(C(=O)NNc2ncnc3c2cnn3C)c1	0.1	-2	-3	nt	1	9	nt	-2
CS(=O)(=O)N1[C@@H](C#N)[C@H](c2ccc(-c3ccccc3F)cc2)[C@@H]1CO	0.0	0	-9	-4	-1	nt	-6	-5
CN(C)CC#Cc1ccc([C@@H]2[C@@H](CO)N3CCCCN(C(=O)CN(C)C)C[C@H]23)cc1	0.3	2	3	-2	7	25*	-12	4
O=S(=O)(c1ccccc1)N1CCN(c2ncccn2)CC1	nt	1	2	-3	3	-4	20	-2
Additional entries
SMILES	XiGFP reactiv	ERAP1 inh	LGR2 inh	Cneo AK release	S100A4 MyoIIA	SIRT5 block	C2C12 statin	PGC1a acetyl inh
O=C(N/N=C/c1ccco1)c1cnccn1	nt	-2	6	1	-3	4	3	6
O=c1oc(-c2ccccc2)cc(Cl)c1Cl	0.8	2	-6	-1	-1	-1	-4	-115
C=CCCC(=O)N1C[C@H]2CCN(C)[C@H]2C[C@H]1c1ccccc1Br	0.7	0	-4	nt	9	-1	nt	nt
CCOc1cc(C=O)cc(N=Nc2cccc([N+](=O)[O-])c2)c1O	0.1	0	4	0	-6	-5	19	nt
O=C(O)CCN1CCc2ccccc2C1c1ccncc1 (stereo unspecified)	0.0	1	10	1	-3	0	-1	5

Five structures out of the list, sorted by length of the SMILES, high to low.
SMILES	XiGFP reactiv	ERAP1 inh	LGR2 inh	Cneo AK release	S100A4 MyoIIA	SIRT5 block	C2C12 statin	PGC1a acetyl inh
CN(C)CC#Cc1ccc([C@@H]2[C@@H](CO)N3CCCCN(C(=O)CN(C)C)C[C@H]23)cc1	0.3	2	3	-2	7	25*	-12	4
CS(=O)(=O)N1[C@@H](C#N)[C@H](c2ccc(-c3ccccc3F)cc2)[C@@H]1CO	0.0	0	-9	-4	-1	nt	-6	-5
C=CCCC(=O)N1C[C@H]2CCN(C)[C@H]2C[C@H]1c1ccccc1Br	0.7	0	-4	nt	9	-1	nt	nt
CCOc1cc(C=O)cc(N=Nc2cccc([N+](=O)[O-])c2)c1O	0.1	0	4	0	-6	-5	19	nt
O=C(O)CCN1CCc2ccccc2C1c1ccncc1 (stereo unspecified)	0.0	1	10	1	-3	0	-1	5

High-throughput results (PubChem BioAssay)
